14-3-3g Raf: modulators of 14-3-3 gamma protein binding, primary screen, biochemical, fluorescence polarization; 160,000 tested, 0.19% active; FP, 14-3-3gamma / TMR-pS259-Raf peptide binding; 14-3-3 protein gamma (Homo sapiens), P61981; inhibition, % at 40 µM; in the data active means inhibition above about 30%;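 further: 0% = protein plus tracer without compound and 100% = blank with tracer alone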
Target sequence (P61981 whole entry, looked up): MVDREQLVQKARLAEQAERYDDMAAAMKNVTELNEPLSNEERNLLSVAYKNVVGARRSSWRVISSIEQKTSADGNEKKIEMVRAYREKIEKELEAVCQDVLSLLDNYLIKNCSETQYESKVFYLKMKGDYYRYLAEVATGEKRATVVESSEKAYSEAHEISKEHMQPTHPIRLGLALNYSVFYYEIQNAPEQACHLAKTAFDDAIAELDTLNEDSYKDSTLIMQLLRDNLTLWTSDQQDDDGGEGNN
Numbers without * were called inactive; & = joins results of further samples. Only part of the results is shown; rates above refer to the full screens.

SMILES	14-3-3g Raf
CCOC(=O)c1cccc(Nc2c3c(nc4ccccc24)CCC3)c1	-14
O=C1c2cccc3c(N4CCCC4)ccc(c23)C(=O)N1c1ccccc1	-24
COc1ccc2c(c1)OCC1=C2CCC2(C)C(=O)CC=C12 (stereo not given)	-170
CCCc1ccc(OCC(=O)Nc2ccc(N3CCOCC3)cc2)cc1	-8
CCOC(=O)c1[nH]c2ccc(OC)cc2c1NC(=O)CN1CCSCC1	-2
COc1ccccc1NC(=O)CCn1nc(-c2ccccc2)c2ccccc2c1=O	-3
Cc1cccc(N2COc3cc(C)c(Cl)c(C)c3C2)c1C	3
Cc1nc(NC2=NCN(Cc3ccc4c(c3)OCO4)CN2)nc2ccccc12	-8
Cn1c(=O)c2c(nc(Sc3ccc(Cl)cc3)n2Cc2ccccc2F)n(C)c1=O	8
O=C(O)c1ccc(N2CCCCC2)c([N+](=O)[O-])c1	-5
CCCCOC(=O)c1ccc(NC2=C(c3ccc(OC)cc3)C(=O)c3ccccc32)cc1	-8
Cc1cc2c(cc1C)C(c1ccc(OC(F)(F)F)cc1)CC(=O)N2 (stereo not given)	3

2 of the compounds above, in markdown.
| SMILES | 14-3-3g Raf |
| --- | --- |
| CCCCOC(=O)c1ccc(NC2=C(c3ccc(OC)cc3)C(=O)c3ccccc32)cc1 | -8 |
| CCCc1ccc(OCC(=O)Nc2ccc(N3CCOCC3)cc2)cc1 | -8 |

(next part)
SMILES	14-3-3g Raf
COc1ccc(N2CCN(C(=O)CSc3nnc(CNc4ccccc4)o3)CC2)cc1	-2
CCSc1nc(N)c(C#N)c(-c2ccco2)c1C#N	-18
COCCSc1nc2c(c(=O)n(C)c(=O)n2C)n1Cc1cccc(C)c1	-1
COCCOC(=O)C1=C(C)N(C)C(=O)NC1c1ccccc1Cl (stereo not given)	3
CCOc1cccc2cc(C(=O)Nc3cccc(C)c3)c(=Nc3ccc(C(=O)O)cc3)oc12	-2
O=C(c1ccc(S(=O)(=O)N2CCCCC2)cc1)N1CCN(Cc2ccc3c(c2)OCO3)CC1	-3&-1
CCC(=O)N(Cc1ccc2c(c1)OCO2)Cc1cc2cc(OC)ccc2[nH]c1=O	-1
Cc1ccc(CCNC(=O)CCCn2c(=O)[nH]c3ccsc3c2=O)cc1	-5
COc1ccc(C2=CC(c3ccccc3Cl)n3nnnc3N2)cc1 (stereo not given)	-2
COc1ccc(NC(=O)c2ccc3c(=O)n(-c4ccccc4)c(=S)[nH]c3c2)c(OC)c1	-3
O=C1CCCC2=C1C(c1cccnc1)n1nc(SCc3ccccc3F)nc1N2 (stereo not given)	0
CCC(C)NC(=O)C1CCN(S(=O)(=O)c2ccc(Br)s2)CC1 (stereo not given)	-4
O=C(C1CCCN(Cc2ccc(Cl)cc2)C1)N1CCCCCC1 (stereo not given)	-3
COc1ccc(C2C(C(=O)O)CC(=O)N2c2ccc(OC)cc2)cc1 (stereo not given)	-7&7
CC1(C)CC(=O)C2=C(C1)Nc1cc(C(=O)c3ccccc3)ccc1NC2c1ccc([N+](=O)[O-])cc1 (stereo not given)	0
O=c1[nH]c2ccccc2n1CCCSc1cccs1	-1
COCCN1Cc2cccc(C(=O)Nc3cc(OC)ccc3OC)c2C1=O	0
O=S(=O)(c1ccc2ccccc2c1)N1CCSC1c1ccc(Cl)cc1 (stereo not given)	-8
Cc1cccc(OCC(=O)Nc2cccc(O)c2)c1	-2
COCCCn1c(SCC(=O)N2CC(C)CC(C)C2)nc2c(sc3ccccc32)c1=O (stereo not given)	-11
CCOc1ccc(NC(=O)C(=O)NCCc2ccccc2)cc1	-2
FC(F)(F)c1cccc(-n2cccc2/C=N/n2cnnc2)c1	-6
Cc1c(Cl)cccc1NS(=O)(=O)c1ccc2[nH]cc(C(=O)N3CCOCC3)c(=O)c2c1	0
Oc1ccccc1C1=Nc2ccccc2N=C(c2cccs2)C1	-16
COC(=O)c1cc(Nc2ncnc3c2cnn3-c2ccc(C)cc2C)cc(C(=O)OC)c1	2
COc1ccc(Cn2c(SCC(=O)c3ccc(Cl)cc3)nc3ccc(N4CCOCC4)cc3c2=O)cc1	-3
CC(C)CC(c1nnnn1C1CCCCC1)N1CCN(c2ncccn2)CC1 (stereo not given)	-4
COCCCNC(=O)c1ccc(Br)cc1	2
O=C(Cn1c(C(F)(F)F)nc2ccccc21)NCCN1CCCC1	4
CC(=O)C1=C(c2ccccc2)SC(=C2C(=S)C(C)(C)Nc3ccc(C)cc32)S1	-1
CCOC(=O)C1CCN(C(C(=O)Nc2ccc(C(C)C)cc2)c2cc3c(cc2[N+](=O)[O-])OCO3)CC1 (stereo not given)	-13
CCC1SC2=NC(C)=C(C(=O)OC(C)C)C(c3ccc(F)cc3)N2C1=O (stereo not given)	-3
COc1ccc(C=Nc2nc3ccccc3n2CCN2CCCCC2)cc1OC	-3
CCOC(=O)c1c(C(C)(C)C)oc2ccc(OCc3ccccc3F)cc12	8
O=C(c1ccc2c(c1)C(=O)N(Cc1ccccc1)C2=O)c1ccc2c(c1)C(=O)N(Cc1ccccc1)C2=O	-3
COc1ccc(-c2c(C)nn3c(N4CCN(Cc5ccccc5)CC4)cc(C)nc23)cc1OC	-1
COc1ccc(S(=O)(=O)N[C@H](C(=O)N2CC[C@@]3(O)CCCC[C@H]3C2)c2ccccc2)cc1	-1
Cc1ccccc1CSc1nc2nc(C)c(Cc3ccccc3)c(C)n2n1	-4
COc1ccc(NC(=O)c2sc3nc(-c4cccs4)ccc3c2N)cc1OC	-53
COc1ccc(S(=O)(=O)N(CC(=O)Nc2ccc(C)cc2C)c2ccc(C)cc2)cc1	-12
CCCC(=O)Oc1cccc(NC2=NS(=O)(=O)c3ccccc32)c1	6
Fc1ccc(NCc2nnc(SCc3nnc(-c4ccccc4)o3)n2Cc2ccccc2)cc1	-10
CCOc1ccc(NC(=O)c2cc3nc(-c4ccc5c(c4)OCO5)cc(C(F)(F)F)n3n2)cc1	-5
CC1=C(C(=O)OCCOC(C)C)C(c2ccccc2Br)C2=C(CC(C)(C)CC2=O)N1 (stereo not given)	10
Cc1ccc2c(c1)NC(c1cccc([N+](=O)[O-])c1)C1=C(CC(C)(C)CC1=O)N2 (stereo not given)	10
COCc1[nH]nc2c1C(c1cccc(OC)c1)C(C#N)=C(N)O2 (stereo not given)	-8
CC(=O)Nc1ccc(S(=O)(=O)Nc2ccc(NC(=O)c3ccco3)cc2)cc1	-3
Cc1cccc(C(=O)Nc2sc3c(c2C(=O)Nc2ccccc2Cl)CCC3)c1	-146
CCOC(=O)c1ccc(N2C(=O)C(C)S(=O)(=O)C2c2ccccc2)cc1 (stereo not given)	-9
Cc1ccc(Cl)cc1N1CCN(C(=O)c2cccc(N3C(=O)NC4CC3(C)Oc3ccccc34)c2)CC1 (stereo not given)	-4
CC(CC(=O)NCc1ccccc1)C1CCCO1 (stereo not given)	7
CCOC(=O)C1=C(N)OC2=C(C(=O)CCC2)C1c1ccccc1OCC (stereo not given)	0
Cc1ccc(NC(=O)CN2C(=O)C3CC=C(Cl)CC3C2=O)cc1 (stereo not given)	-48
COc1cc2nc(=S)n3[nH]c(-c4ccc([N+](=O)[O-])cc4)nc3c2cc1OC	-22
O=C(CSc1ncnc2nc[nH]c12)NCC1CCCO1 (stereo not given)	-1
Nc1nnc(SCc2ccc(C(=O)O)cc2)s1	4
CCC1(c2ccccc2)NC(=O)N(CC(=O)Nc2ccc3c(c2)OCO3)C1=O (stereo not given)	-6
CCCCc1ccc(NC(=O)c2ccccc2Cl)cc1	4
CCOC(=O)c1cnc2ccc(C(=O)OC)cc2c1Nc1cccc(C(F)(F)F)c1	-4
COc1ccc(N2CCN(CCCNC(=O)C3(S(=O)(=O)c4ccc(Cl)cc4)CC3)CC2)cc1	-8

No new results follow: 5 of the compounds above.
SMILES	14-3-3g Raf
Nc1nnc(SCc2ccc(C(=O)O)cc2)s1	4
CCC1(c2ccccc2)NC(=O)N(CC(=O)Nc2ccc3c(c2)OCO3)C1=O (stereo not given)	-6
CCCCc1ccc(NC(=O)c2ccccc2Cl)cc1	4
CCOC(=O)c1cnc2ccc(C(=O)OC)cc2c1Nc1cccc(C(F)(F)F)c1	-4
COc1ccc(N2CCN(CCCNC(=O)C3(S(=O)(=O)c4ccc(Cl)cc4)CC3)CC2)cc1	-8

(listing goes on)
SMILES	14-3-3g Raf
CCN1C(=S)NC2c3ccccc3OC1(C)C2C(=O)Nc1ccc(Cl)cc1 (stereo not given)	-8
O=C(C1CCN(S(=O)(=O)c2cnc[nH]2)CC1)N1CCCC1	3
Cc1nn(Cc2ccccc2)c(C)c1C(=O)Nc1ccc(N2CCOCC2)cc1	-3
Cc1nn(C(C)(C)C)c(OC(=O)c2ccc(Cl)cc2)c1S(=O)(=O)c1ccccc1	3
O=C(CSc1nnnn1-c1ccccc1F)Nc1ccc2c(c1)OCO2	-5
Cc1ccc(-c2nnn(Cc3nc(N)nc(N4CCOCC4)n3)n2)cc1	4
CC(C)CC(=O)NS(=O)(=O)c1ccc(NC(=O)c2ccc(Cl)cc2)cc1	-15
COc1cc(OC)c(-c2nn3c(-c4cccnc4)nnc3s2)cc1OC	-6
COc1ccc(NC(=O)CN2C(=O)c3ccc([N+](=O)[O-])cc3C2=O)cc1Cl	-6
COc1ccc(-c2noc(CCC(=O)NCc3cc(Br)ccc3OC)n2)cc1	2
c1cnc(NC2C3CC4CC(C3)CC2C4)nc1 (stereo not given)	-4
Cc1ccccc1Cn1ccc(NC(=O)c2cc3nc(-c4ccco4)cc(C(F)(F)F)n3n2)n1	-9
CCN(CC)C(=O)COc1ccc(-c2nnc(Nc3ccc(F)cc3)c3ccccc23)cc1	-1
Cc1nc2cc(NC(=O)c3ccc(S(=O)(=O)N4CCOCC4)cc3)ccc2s1	-3
Cc1cc(C)c(S(=O)(=O)NCc2cn3c(C)csc3n2)cc1C	1
O=c1c2ccccc2nc(SCc2nc3ccccc3[nH]2)n1-c1ccc(Cl)cc1	-2
CC(C)OCC(O)CNc1ccccc1 (stereo not given)	1
O=c1cc(CSc2nnnn2-c2ccccc2)nc2scc(-c3ccccc3)n12	-25
Cn1c2ccccc2c2nnc(SCC(=O)N3c4ccccc4Sc4ccccc43)nc21	-51
O=C(Nc1c2c(nn1-c1ccc([N+](=O)[O-])cc1)CSC2)c1ccccc1I	-4
CC1(C)CC(=O)/C(=C(/O)c2ccccc2)C(=NCCO)C1	6
O/N=C1\CCCc2nnc3c(c21)CCCC3	8
O=C(CSc1nc2scc(-c3ccco3)c2c(=O)n1-c1ccccc1)Nc1ccc2c(c1)OCCO2	-32
COc1cccc(CNC(=O)CN2C(=O)COc3ccc(Cl)cc32)c1	-5

Look-ups from the list.
Under 14-3-3g Raf, `CC1(C)CC(=O)/C(=C(/O)c2ccccc2)C(=NCCO)C1` has 6
Under 14-3-3g Raf, `Cc1cc(C)c(S(=O)(=O)NCc2cn3c(C)csc3n2)cc1C` has 1

Next section
SMILES	14-3-3g Raf
CCc1ccc(N2C(=O)C3CCCN3C2=S)cc1 (stereo not given)	2
COCC(=O)N1CCC(n2nnc3cc(F)ccc32)CC1	-4
CS(=O)(=O)NCc1ccc(C(=O)NC2CCCCC2)cc1	-2
Cc1ccc(C(=O)C2CCCCC2)cc1	5
Cc1ccc(-c2noc(-c3ccco3)n2)cc1	-4
O=[N+]([O-])c1ccc(O)c(C=Nc2ccc3nc(-c4ccccc4)[nH]c3c2)c1	-67
CCC(C(=O)O)n1nnc(-c2ccc(-c3ccc(OC)cc3)cc2)n1 (stereo not given)	-10
COC(=O)C1=C(C)NC(=O)NC1c1ccccc1OCc1ccccc1 (stereo not given)	1
COC(=O)c1cc(OC)c(OC)cc1N=CC1=C(O)CC(C)(C)CC1=O	6
O=C(Oc1ccc([N+](=O)[O-])cc1)c1cccs1	4
NC(=O)C1CCN(S(=O)(=O)c2ccc([N+](=O)[O-])cc2)CC1	8
Cc1cc(=O)oc(C)c1C(=O)N1CCN(Cc2ccc3c(c2)OCO3)CC1	0
O=C(Nc1ccc(Br)cc1)C(NS(=O)(=O)c1ccc(Br)s1)c1ccccc1 (stereo not given)	-40
Clc1ncn(C23CC4CC(CC(C4)C2)C3)n1	-6
CC(=O)N1CCc2cc(S(=O)(=O)NCc3ccccc3)ccc21	1
COc1ccc(OC)c(C2C(C(=O)c3cccs3)=C(O)C(=O)N2c2cc(C)on2)c1 (stereo not given)	-12
O=C1CCCC2=C1C(c1ccc(Cl)cc1)Nc1ccccc1N2 (stereo not given)	-6
CCOC(=O)c1cc2c(c(CSc3nc4ccccc4c(=O)n3CCN3CCOCC3)c1)OCOC2	4
COc1ccc(C(=O)Nc2ccc(-c3nc4ccccc4o3)c(O)c2)cc1[N+](=O)[O-]	-72
COc1cc2nc(N(C)C)nc(N)c2cc1OC	0&-13
CC(C)CN1CN(Cc2ccccc2)CNC1=S	-14
c1cncc(-c2nn3c(-c4ccncc4)nnc3s2)c1	-7
O=C(CN1CCCC1)NCC1COc2ccccc2O1 (stereo not given)	-1
CCOC(=O)C1=C(C)NC2=C(C(=O)CC(C)(C)C2)C1c1ccc2c(c1)OCCO2 (stereo not given)	3

2 compounds drawn at random from the list so far:
SMILES	14-3-3g Raf
c1cncc(-c2nn3c(-c4ccncc4)nnc3s2)c1	-7
CCOC(=O)C1=C(C)NC2=C(C(=O)CC(C)(C)C2)C1c1ccc2c(c1)OCCO2 (stereo not given)	3

The listing continues:
SMILES	14-3-3g Raf
O=C1c2cccc3cccc(c23)C(=O)N1CCc1nc2sc3c(c2c(=O)[nH]1)CCCC3	5
CC1CCN(CCCNC(=O)C2CCC(Cn3c(=O)[nH]c4ccccc4c3=O)CC2)CC1 (stereo not given)	-6
Cc1cccc(NC(=O)c2c(O)c3ccccc3[nH]c2=O)c1C	2
O=C(Cc1ccccc1)Nc1nc(-c2ccc(Oc3ccccc3)cc2)cs1	2
CC1=CC(C)(C)Nc2ccc(OC(=O)c3ccccn3)cc21	8
O=C(CN1C(=O)c2ccccc2S1(=O)=O)Nc1ccc2ccccc2c1	1
COc1ccc(-c2nc(CS(=O)CC(=O)NCc3cccnc3)c(C)o2)cc1 (stereo not given)	-3
CCN(Cc1ccccc1)C(=O)Cn1cc2c(n1)CCCC2	-3
CCC(C)NC(=O)c1sc2nc(-c3ccc(OC)cc3)cn2c1C (stereo not given)	0

From PubChem
